LGR2 antag – inhibitors of bursicon-induced Drosophila LGR2 receptor cAMP signaling; HEK293 LGR2, CRE-luciferase, bursicon-stimulated, 4 h; inhibition, % at 9.99 µM; 380,000 compounds, 0.35% hits;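 active means drop in luminescence signal, shown as inhibition above about 50% in the replicate tests, limit read from the data, passing the limit was not always enough; inconclusive means probably only some replicates passing the limit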;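 further: agonist challenge used bursicon conditioned medium at about half maximal strength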
FN deposit inh – fibronectin deposition inhibition; AH1F fibroblasts, Alexa488-fibronectin deposition fluorescence, overnight; 350,000 compounds, 0.086% hits; inhibition, % at 12.6 µM; AID 743247;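 active means mean inhibition across replicates of 30% or more, regardless of how many single replicates reach that level; inconclusive means mean under 30% yet at least half of replicates reach 30%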;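 further: positive control wells lacked labelled fibronectin entirely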
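Material: AH1F fibroblasts assembling fluorescent fibronectin matrix; amount: 10000 AH1F cells/well; medium: DMEM, 2% serum; reagent: Alexa488-fibronectin, 24 nM final in well; dosing: single compound dose, delivered by pin transfer; incubation: 1 h adhesion, overnight exposure; detection: fluorescence after three HBSS washes, excitation 485 nm, emission 525 nm; measure: fibronectin deposition inhibition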
Starred values were filed as active, the others as inactive; ? = inconclusive.

Order of values – LGR2 antag | FN deposit inh
COc1ccc(C(=O)N2CCN(c3ccc([N+](=O)[O-])c(NCCc4ccc(OC)c(OC)c4)c3)CC2)cc1
    11 | -4
CCOC(=O)C1=C(C)N=C2c3ccccc3C(=O)C2C1c1ccc(Br)cc1 (centres undefined)
    28 | 0
COc1ccccc1OCc1ccc(C(=O)Nc2ccccc2F)cc1
    -80 | 11
CCOC(=O)C(C)Sc1nnc(NC(=O)c2cccc([N+](=O)[O-])c2C)s1 (centres undefined)
    -1 | -1
COc1ccc2c(C)cc(Sc3nnnn3-c3ccccc3)nc2c1
    1 | 8
O=C(O)C(Cc1ccccc1)N1C(=O)/C(=C/c2ccccc2)SC1=S (centres undefined)
    9 | 8
Cc1ccccc1OCC(=O)NCCC1=CCCCC1
    23 | -3
COc1ccccc1NS(=O)(=O)c1ccc2oc(SCc3ccc(F)cc3)nc2c1
    10 | -11
CC(=O)c1cc2c(cc1N/C(=N/S(=O)(=O)c1ccc(C)cc1)c1ccc(Cl)cc1)OCO2
    -3 | 6
O=C(Nc1ccc2nc3ccccc3nc2c1)c1ccccc1
    -58 | -5
O=C(O)CCCNS(=O)(=O)c1ccc2c(c1)OCCCO2
    -6 | 1
CC(CCc1ccccc1)NC(=O)COC(=O)c1cc(NS(=O)(=O)c2ccc(Cl)c([N+](=O)[O-])c2)ccc1O (centres undefined)
    11 | 2
CCOc1ccc(NS(=O)(=O)c2ccc(NC(=O)[C@@H]3CCCC[C@@H]3C(=O)O)cc2)cc1
    10 | -4
O=C(NCc1cccc(Cl)c1)c1ccc2c(c1)OCO2
    12 | 2
O=C(CCSCc1ccccc1Cl)N1CCN(c2cccc(Cl)c2)CC1
    7 | 3
CCOC(=O)N/N=C/c1ccc(OCCSc2ccc(Cl)cc2)c(OC)c1
    -3 | 2
Cn1ncc2c(NNC(=O)c3ccc(Cl)c(Cl)c3)ncnc21
    -18 | 2
COC(=O)c1nn(-c2ccccc2)c2nnc(Cc3ccc(C)cc3)c(=O)n12
    21 | -5
O=C(CSc1ncnc2c1cnn2-c1ccc(Cl)cc1)NCc1ccc2c(c1)OCO2
    -16 | -3
COc1ccccc1NC(=O)Nc1cc(NC(=O)Nc2ccccc2OC)c(C)nc1C
    10 | 5
CCOc1ccc(NC(=O)[C@@H](NC(=O)OCc2ccccc2)[C@@H](C)CC)cc1
    14 | 2
N#C/C(=C\c1ccc(Cl)s1)C(=O)N1CCN(c2ccccc2)CC1
    16 | 0
Cc1ccc(-n2c(C)cc(/C=N/NC(N)=S)c2C)cc1
    6 | -9
COc1cccc(/C=N/NC(=O)c2[nH]c(C)c(C(=O)N/N=C/c3cccc(OC)c3)c2C)c1
    -26 | 0
CCN1CCN(S(=O)(=O)c2ccc(C)c([N+](=O)[O-])c2)CC1
    4 | 5
Cc1c(N/C(=N/S(=O)(=O)c2ccccc2)c2ccc(Cl)cc2)c(=O)n(-c2ccccc2)n1C
    -3 | -3
O=C(c1ccccc1NS(=O)(=O)c1ccccc1[N+](=O)[O-])N1CCOCC1
    13 | -8
COc1ccc(C(=O)CSc2ccc(-c3ccccc3)nn2)cc1
    -22 | 6
O=C1C2C3C=CC(C3)C2C(=O)N1c1ccccc1OS(=O)(=O)c1ccccc1 (centres undefined)
    1 | 3
COc1ccc(NC(=O)NC23CC4(C)CC(C)(CC(C)(C4)C2)C3)cc1
    16 | -6
CCCc1nn(C)c(C(=O)Nc2ccc(C(C)(C)C)cc2)c1Cl
    -11 | 3
C/C(=N\N=C1/NC(=O)C(C)S1)c1ccc([N+](=O)[O-])cc1 (centres undefined)
    2 | -1
CCCN(CCC)C(=O)Cn1c(=O)n(CCCCCC(=O)Nc2ccccc2)c(=O)c2sccc21
    -3 | -3
COC(=O)c1ccc(NC(=O)CSC2=NCCN2)cc1
    -1 | -1
Cc1c(-c2ccccc2)oc2c(C(=O)N3CCN(c4ccccc4F)CC3)cccc2c1=O
    -9 | -10
O=C(COc1ccc2c(c1)CCC2)N1CCN(c2ccccc2F)CC1
    5 | 1
CCc1ccc(NC(=O)CSc2n[nH]c(C)c2[N+](=O)[O-])cc1
    -22 | -1
O=C(N1CCN(c2ccccc2F)CC1)C1(c2cccs2)CCOCC1
    31 | -3
COc1ccccc1N(Cc1ccccc1)S(=O)(=O)c1cccc(C(=O)Nc2ccc(C(C)=O)cc2)c1
    8 | 2
CCCC(C(=O)O)N1C(=O)/C(=C/c2cccn2C)SC1=S (centres undefined)
    11 | 4
Cc1cccc(-c2ccc([C@@H]3[C@@H]4CN(C(=O)CN(C)C)C[C@H]3N4)cc2)c1
    -24 | 0
CCCc1nn(C)c(C(=O)Nc2cccc3ccccc23)c1Cl
    -23 | -11
O=C(CN1CCCc2ccccc21)N/N=C/c1ccccc1O
    26 | 15
COc1ccc(-n2c(C)cc(-c3csc(N)n3)c2C)cc1
    13 | 0
COc1ccc(C)cc1NC(=O)C(NCC1CCCO1)c1ccccc1 (centres undefined)
    2 | -11
CCS(=O)(=O)NCC(c1ccco1)N1CCN(c2ccc(F)cc2)CC1 (centres undefined)
    14 | 1
Nn1c(SCC(=O)Nc2ccc(Oc3ccccc3)cc2)nnc1C1CC1
    -14 | -2
Cc1cc(N2CCOCC2)nc(-c2ccccc2O)n1
    -1 | 8
Cc1ccc2nc(NC(=O)c3ccc(S(=O)(=O)N4CCCc5ccccc54)cc3)sc2c1
    9 | 2
Cc1cc(C)c(NC(=O)C(C)OC(=O)c2cc(Br)c(Br)s2)c(C)c1 (centres undefined)
    11 | 0
CCc1ccc(OCC(=O)NNC(=O)CSc2nnc(-c3ccc(C)cc3)n2C)cc1
    -3 | 7
CCOC(=O)c1sc(-c2ccccc2)cc1NC(=O)c1ccc(S(=O)(=O)N(CCOC)CCOC)cc1
    24 | -4
O=S(=O)(c1cccc(F)c1)N1[C@@H]2CNC[C@H]1C2c1ccc(-c2ccccc2F)cc1 (some centres undefined)
    -5 | -8
COc1cc(OC)cc(C(=O)N[C@H](C(=O)N2CCc3ccccc32)C(C)C)c1
    18 | -3
COc1ccccc1OCCCCOc1ccccc1C(C)=O
    11 | -1
Clc1cc2cccnc2c2ccccc12
    8 | -3
CCn1c(=O)c(=O)[nH]c2cc(C(=O)NCC3CCCCC3)ccc21
    -10 | 2
COCCCN(C(=S)NC(=O)c1ccc(C(C)(C)C)cc1)c1c(N)n(Cc2ccccc2)c(=O)[nH]c1=O
    -5 | -7
CCCC12CN3CCN(CC(C3)/C1=N\NC(=O)c1ccccc1N)C2
    -2 | 3
COc1ccc(CC(=O)N/N=C/c2cccn2-c2ccc([N+](=O)[O-])cc2)cc1OC
    -1 | -4

(continued)
Order of values – LGR2 antag | FN deposit inh
CCOC(=O)C1CCCN(C(=O)/C=C/c2ccccc2[N+](=O)[O-])C1 (centres undefined)
    7 | 2
O=C(NCCC1=CCCCC1)C1CCC(CNS(=O)(=O)c2ccccc2)CC1 (centres undefined)
    24 | -4
COc1ccc(-c2cnnc(N/N=C/c3c(C)nn(-c4ccccc4)c3Cl)n2)cc1
    20 | 18
COc1ccccc1NC(=O)Nc1ccc(Cl)c(S(=O)(=O)Nc2ccccc2OC)c1
    4 | 1
CC1(C)CC(=O)C(N=Nc2c(Cl)cc(Cl)cc2Cl)=C(O)C1
    7 | -8
Cc1ccc(NP(=O)(c2ccc(N(C)C)cc2NC(=O)c2cccs2)N2CCOCC2)cc1Cl (centres undefined)
    11 | -3
CCN(CC)C(C(=O)Nc1ccc2c(c1)OCO2)c1ccccc1 (centres undefined)
    5 | 5
S=C(NCc1ccccn1)Nc1ccccc1Cl
    -2 | 7
Cc1ccc(Cn2ccc(NC(=O)c3noc4c3CCCC4)n2)cc1
    -6 | -3
O=C(/C=C\c1ccco1)Nc1ccc(N2CCN(C(=O)c3ccccc3)CC2)cc1
    3 | -3
Cc1ccccc1NC(=S)NNC(=O)c1csc2c1CCC(C)C2 (centres undefined)
    34 | -7
Cc1c(C(=O)N2CCN(Cc3ccc4c(c3)OCO4)CC2)cccc1[N+](=O)[O-]
    12 | 0
C=CCN1CN(Cc2ccco2)CNC1=S
    22 | 7
CCc1nnc(NS(=O)(=O)c2ccc(NC(=S)NC(=O)/C=C/c3ccc(OC)cc3)cc2)s1
    1 | 2
Cc1ccc(CNc2ccc(N3C(=O)CC(C)C3=O)cc2[N+](=O)[O-])cc1 (centres undefined)
    3 | 17
O=[N+]([O-])c1cccc(C(=Nc2ccccc2)NO)c1
    10 | -4
Cc1ccc(C(=O)N(Cc2ccccc2)C(C)(C)C)cc1C
    3 | -8
O=C1OCCC1Sc1nnc(-c2ccc(F)cc2)n1Cc1ccccc1 (centres undefined)
    14 | 6
O=C(NCC1OCCc2ccccc21)c1ccc(NC(=O)c2cccc(Br)c2)cc1 (centres undefined)
    -4 | 0
COCCNc1nc(N)c([N+](=O)[O-])c(NCCO)n1
    -8 | -1
Cc1ccc(-n2c3nc(=O)[nH]c(=O)c-3cc3c(C)nn(-c4ccccc4)c32)c(C)c1
    -15 | -6
NC(=O)N(CCC(=O)O)c1ccccc1
    -5 | -7
COc1cccc(C2SCC(=O)N2c2cccc(C)c2)c1OC (centres undefined)
    8 | 5
CCN(CC)C(=O)CNC(=S)N(CCCN1CCOCC1)Cc1cccs1
    -6 | -22
COc1cccc(NC(=O)CSc2nnc(Cn3cnc([N+](=O)[O-])n3)n2C)c1
    1 | -1
CNC(=S)SCCOc1ccc(C)cc1
    -9 | -21
Cc1ccc2nc(-c3ccc(NC(=O)COC(=O)c4ccco4)cc3)sc2c1
    66* | -5
CCOC(=O)C(=O)NNc1ccc(C)cc1
    5 | 0
CCCCCCCCNc1nc(Cl)nc(NCc2ccco2)n1
    -4 | 1
COc1ccc(C(=O)NCCC2=CCCCC2)cc1
    ? | 1
COc1cccc(/C=C/C(=O)OCC(=O)Nc2cccc(S(=O)(=O)N3CCCCC3)c2)c1OC
    0 | -1
COc1ccc2cc(C3CC(c4cccs4)=NN3S(C)(=O)=O)c(Cl)nc2c1 (centres undefined)
    -4 | 6
Cc1cc(C)c(C#N)c(SCc2ccccc2C)n1
    41 | 0
Cc1ccn2cc(-c3cccc(NC(=O)c4ccccc4)c3)nc2c1
    -48 | 1
CCCCN1C(=O)/C(=C(/C#N)C(N)=O)c2ccccc21
    -2 | -3
O=C(NC1CC1)c1ccc2c3c(cccc13)CC2
    2 | 0
CCCOP(=O)(OCCC)C(Nc1ccc(C(C)C)cc1)c1ccc([N+](=O)[O-])cc1 (centres undefined)
    21 | 1
CCN(CC)S(=O)(=O)c1ccc(N/N=C/c2ccc(O)cc2O)nc1
    43 | 1
Cc1ccc(C)c(NC(=O)CN(C)C(=O)Cc2ccccc2)c1
    -3 | -1
CCOC(=O)/C(C#N)=C/c1ccc(OCC(=O)Nc2ccc(C)c(C)c2)c(OC)c1
    2 | -2
Cc1ccc(CC(=O)N2CCN(c3ccccc3F)CC2)cc1
    7 | 6
CCn1c(SCC(=O)c2c[nH]c3ccccc23)nc2cc(S(=O)(=O)N3CCOCC3)ccc21
    1 | 10
CC(C)CNC(=O)c1cccc(NC(=O)CSc2ccccc2)c1
    -4 | 0
CCCCOc1ccc(/C(O)=C2/C(=O)C(=O)N(Cc3cccnc3)C2c2ccncc2)c(C)c1 (centres undefined)
    26 | 1
Cc1ccccc1N1C(=O)CC(Nc2ccc3c(c2)OCO3)C1=O (centres undefined)
    18 | 5
CN(C)S(=O)(=O)c1ccc(NC(=O)CSc2nc3ccccc3n2-c2ccccc2)cc1
    13 | 2
CSc1ccccc1NC(=O)CN(C)Cc1ccc(Br)cc1
    8 | 3
O=C(/C=C/c1ccccc1)NC1CC2CCC1C2 (centres undefined)
    -24 | -3
CN(Cc1nc(-c2cccs2)no1)CC1COCCO1 (centres undefined)
    17 | 3
Nc1ccc(C(=O)c2cccs2)cc1
    -13 | 6

One compound at a time (already shown). Values in the order: LGR2 antag	FN deposit inh
Nc1ccc(C(=O)c2cccs2)cc1 as listed: -13	6
COc1ccc2cc(C3CC(c4cccs4)=NN3S(C)(=O)=O)c(Cl)nc2c1 (centres undefined) as listed: -4	6
Cc1cc(C)c(C#N)c(SCc2ccccc2C)n1 as listed: 41	0

A second format for part of the listing above:
| Compound | LGR2 antag | FN deposit inh |
| --- | --- | --- |
| COc1ccc2cc(C3CC(c4cccs4)=NN3S(C)(=O)=O)c(Cl)nc2c1 (centres undefined) | -4 | 6 |
| Cc1cc(C)c(C#N)c(SCc2ccccc2C)n1 | 41 | 0 |
| Cc1ccn2cc(-c3cccc(NC(=O)c4ccccc4)c3)nc2c1 | -48 | 1 |
| CCCCN1C(=O)/C(=C(/C#N)C(N)=O)c2ccccc21 | -2 | -3 |
| O=C(NC1CC1)c1ccc2c3c(cccc13)CC2 | 2 | 0 |
| CCCOP(=O)(OCCC)C(Nc1ccc(C(C)C)cc1)c1ccc([N+](=O)[O-])cc1 (centres undefined) | 21 | 1 |

Source: PubChem BioAssay

Some of the compounds tested, so the mix of outcomes need not match the whole.
